Screens deposited in PubChem BioAssay by Southern Research Specialized Biocontainment Screening Center.
tuberculosis growth = growth inhibition of non-replicating M. tuberculosis (AID 488890). Mycobacterium tuberculosis non-replicating, growth inhibition; higher % means a stronger effect. hit rate 0.39% among 320,000. one-dose inhibition, % at 25 µM; IC50 in µM for titrated hits; in the data active = a potency from the dose series; inconclusive = inhibition mostly from about 82% at the one dose, without a potency; inactive = the rest, 99 in 100 with inhibition below about 76%;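 note: plate controls were DMSO cells for no effect and high antibiotic wells for full effect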
inhibitors of VEEV = inhibitors of VEEV TC-83 cytopathic effect, confirmation, Vero cells (AID 588727); hit rate 0.13% among 350,000; one-dose inhibition, % at 20 µM; IC50 in µM for titrated hits; Vero cells, VEEV TC-83 cytopathic effect inhibition; higher % means a stronger effect; in the data active = a potency from the dose series; inconclusive = inhibition mostly from about 14% at the one dose, without a potency; inactive = the rest, 99 in 100 with inhibition below about 12%; note: strong numbers were not always called active
H1N1 NS1A inhibition = NS1A inhibition, H1N1 influenza, cell based functional assay (AID 504329); NS1A functional cell-based assay, percent inhibition; higher % means a stronger effect; inhibition, % at 12.5 µM, or IC50 in µM where a hit was titrated; hit rate 0.3% among 340,000; in the data active = a potency from the dose series; inconclusive = inhibition above about 27% without an active follow-up result; note: strong numbers were not always called active
M. tuberculosis HTS = M. tuberculosis growth inhibition, HTS (AID 449762). inhibition, % at 25 µM, or IC50 in µM where a hit was titrated. hit rate 0.59% among 330,000. M. tuberculosis H37Rv growth inhibition, 7H9 media; higher % means a stronger effect; in the data active = a potency from the dose series; inconclusive = inhibition above about 70% without an active follow-up result;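 note: bacterial growth assessed after seven days of incubation; strong numbers were not always called active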
Salmonella PhoP GFP = PhoP regulon inhibitors, Salmonella typhi PhoP promoter GFP reporter, confirmatory (AID 1850); Salmonella Typhi PhoP-promoter GFP reporter, fluorescence, 4 h; higher % means a stronger effect; one-dose inhibition, % at 50 µM; IC50 in µM for titrated hits; hit rate 0.33% among 310,000; in the data active = a potency from the dose series; inconclusive = inhibition mostly from about 25% at the one dose, without a potency; inactive = the rest, 99 in 100 with inhibition below about 19%;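 note: 0% = induced wells with vehicle and 100% = uninduced wells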
inhibitors of VEEV 10K pilot screen = recorded beside inhibitors of VEEV, whose call it bears; inhibition, %; measured here: 10K pilot screen inhibition
* hit, by the source's call; i = inactive; ? = inconclusive; . = not tested or not shown.

SMILES	tuberculosis growth	inhibitors of VEEV	H1N1 NS1A inhibition	M. tuberculosis HTS	Salmonella PhoP GFP	others
O=C(NCCCn1ccnc1)c1cccc(Cl)c1	-13%	0.4%	-17%	20%	8%
C#CCOCCOCCOCCNc1nc(N2CCN(C(=O)Cn3cc(CC(C)O)nn3)CC2)nc(N2CCN(C(=O)[C@H]([C@@H](C)CC)n3cc(CCCCN)nn3)CC2)n1 (some centres undefined)	.	0.2%	-5%	.	.
COc1ccc(CCNC(=O)CN2CCCc3ccccc32)cc1OC	9%	1.4%	4%	-21%	13%
Cc1ccccc1Cn1nc(C)c(NC(=O)c2noc3c2CC(C(C)(C)C)CC3)c1C (centres undefined)	15%	1.7%	23%	3%	0%	inhibitors of VEEV 10K pilot screen=0.5
CCN(CC(=O)Nc1ccc(NC(C)=O)cc1)C(=O)c1cccc(S(=O)(=O)N2c3ccccc3CC2C)c1 (centres undefined)	35%	2.8%	-8%	5%	-2%
CCn1c(Cc2ccc(OC)cc2)nnc1SCC(=O)Nc1nc2ccccc2s1	3%	i	-1%	8%	3%	inhibitors of VEEV 10K pilot screen=0.8
CCCN(CCC)C(=O)c1ccc2c(c1)N(CC)C(=O)c1ccccc1S2(=O)=O	2%	0.1%	2%	8%	-13%
CN1CCN(C(=O)/C=C/c2ccccc2)CC1	15%	i	-1%	-6%	0%
COc1ccc(NC(=O)c2ccc(Cn3cc(Cl)cn3)cc2)cc1	25%	0.4%	5%	2%	1%
CCCOC(=O)Nc1nc(-c2ccc(C)cc2)c(C)s1	27%	0.8%	4%	-4%	-9%
CC(=O)N[C@H]1[C@H]([C@H](O)[C@H](O)CO)OC(C(=O)O)=C[C@@H]1O	4%	0.3%	2%	1%	-16%
O=C(Nc1ncc(S(=O)(=O)c2ccc([N+](=O)[O-])cc2)s1)c1ccccc1F	8%	1.1%	2%	11%	-8%
Cc1ccc(C(C)C)cc1OCCOCCN1CCCC1	.	0.3%	12%	-4%	15%
O=C(NCCO)c1ccc2[nH]c3ccccc3c2c1	-2%	5.4%	-9%	-2%	19%
Cc1ccc(C(=O)N(C)CC(=O)Nc2cccc(C)c2C)o1	-5%	0.3%	-7%	8%	2%
COc1cc(C=C2C(=O)c3ccccc3C2=O)cc(OC)c1OC	0%	2.2%	-1%	2%	-347%
O=C(Cc1ccccc1)NC(=S)Nc1cccc(C(F)(F)F)c1	?	0.5%	4%	24%	-3%
COc1cnc(SCC(=O)O)[nH]c1=O	-10%	i	-2%	-3%	-4%	inhibitors of VEEV 10K pilot screen=0.0
CCOC(=O)N1CCN(C(=O)/C(=C/c2cccs2)NC(=O)c2cccs2)CC1	-16%	5.2%	4%	-10%	5%
CC(C)N1CC=C(c2c[nH]c3ccccc23)CC1	18%	i	-32%	3%	1%
Cc1c(Cl)cccc1NC(=O)CCN1C(=O)NC(C)(C)C1=O	.	1.3%	-6%	.	.
O=C1C2C3C=CC(C3)C2C(=O)N1c1cccnc1 (centres undefined)	-8%	0.2%	2%	-4%	2%
Cc1ccc(C(=O)OC(C(=O)O)C(OC(=O)c2ccc(C)cc2)C(=O)O)cc1 (centres undefined)	-25%	0.8%	-19%	-2%	.
CCCCc1cc(=O)oc2cc(OCC(=O)N(CC)CC)c(Cl)cc12	11%	1.1%	0%	-5%	-4%
CCN(C(=O)Cn1c(Cl)nc2c1c(=O)n(C)c(=O)n2C)C1CCCCC1	-9%	0.5%	9%	-13%	.
O=C(CCc1ccccc1)c1ccc2c(c1)OCCCO2	45%	i	-4%	-17%	3%	inhibitors of VEEV 10K pilot screen=1.4
CCOc1ccc(C(=O)NC(=S)Nc2cccc(NC(=O)c3ccco3)c2)cc1[N+](=O)[O-]	18%	?	5%	-1%	-9%
CCN(CC)CCNC(=O)c1nn(-c2ccc(Cl)cc2)c2c1CCc1cc(OC)ccc1-2	.	i	20%	.	.
O=C1C=C(c2cc3ccccc3o2)C[C@@H](c2ccc(F)cc2)C1	8%	3.0%	1%	-8%	.
Cc1cc(/C=C2\C(=O)NC(=O)N(c3ccccc3F)C2=O)c(C)n1-c1cc(C(=O)O)cc(C(=O)O)c1	-10%	i	17%	4%	3%
CC(C)CCOCC(O)CCC(=O)NNC(=S)Nc1ccccc1 (centres undefined)	-18%	0.5%	5%	-2%	-5%
CCOc1ccc(N(Cc2ccc(C(=O)O)cc2)S(=O)(=O)c2ccc(C)cc2)cc1	-9%	4.9%	-8%	7%	-2%
CCOC(=O)c1cc2c(=O)n3ccccc3nc2n(Cc2ccco2)c1=NC(=O)c1cccc(OC)c1	-3%	9.5%	3%	1%	13%
Cc1nc(-c2ccc(S(=O)(=O)Nc3cccc(Cl)c3)cc2)co1	-11%	i	1%	-1%	-2%
Cc1c2c(nc3c(C(=O)NC4CC4)cnn13)CCCC2	-4%	1.1%	2%	-2%	-3%
O=C(Cn1cc(C(=O)c2ccccc2F)c2ccccc21)NCc1ccco1	-30%	i	6%	-8%	-6%
O=C(c1ccc(C(F)(F)F)cc1)C1CCCN(Cc2ccc(CO)o2)C1 (centres undefined)	11%	i	-18%	0%	5%
CCCNCC1C(Oc2ccc(Cl)cc2Cl)C(=O)N1c1cccc(C)c1C (centres undefined)	77%	1.2%	2%	69%	-3%	inhibitors of VEEV 10K pilot screen=0.0
Cc1cc(OCCN2CCCC2)ccc1C(C)C	3%	0.4%	9%	-11%	-6%
CCc1ccc(N2CC(C(=O)Nc3ccc(C)c(S(=O)(=O)N4CCOCC4)c3)CC2=O)cc1 (centres undefined)	4%	0.6%	5%	-3%	-6%
CCC(C)NC(=O)CC(c1ccccc1)c1cc(C)ccc1O (centres undefined)	9%	1.6%	-8%	-2%	18%
COc1ccc(OC)c(-n2c(=S)[nH]c3cc(C(=O)N4CCN(c5ccccc5)CC4)ccc3c2=O)c1	8%	0.5%	13%	-2%	-5%
CCOc1ccc(N(CC(=O)NCc2ccc(C)cc2)S(=O)(=O)c2c(C)[nH]c(=O)[nH]c2=O)cc1	7%	i	-1%	2%	0%
COC(=O)NC(NC(=S)Nc1cccc(C)c1)C(Cl)(Cl)Cl (centres undefined)	-6%	4.2%	-5%	3%	0%
NC(=O)c1sc2cc(C(F)(F)F)cnc2c1-c1ccccc1	-2%	1.6%	1%	-1%	-3%	inhibitors of VEEV 10K pilot screen=1.2
CC(C)[C@H]1COCCS(=O)(=O)N1Cc1ccccc1	-3%	0.3%	0%	-4%	-10%
O=C(NC1CCCC1)C1c2ccccc2C(=O)N1CCCN1CCOCC1 (centres undefined)	.	0.9%	27%	-4%	-6%
Cc1cc(=O)[nH]c(N/N=C/c2ccccc2C(F)(F)F)n1	-6%	1.6%	-5%	-1%	-1%
Cc1cc(=O)n2nc(-c3ccccc3)sc2n1	0%	3.2%	-5%	0%	8%
CCn1c(=O)c2c(n3cnnc13)-c1ccccc1CC21CCCCC1	11%	0.3%	11%	-5%	-7%
Cc1nc2c(ccc3c2ccc2nc(C)sc23)s1	39%	.	.	-2%	3%
Cc1cnc(NC(=O)CCCNC(=O)c2ccc(Cl)cc2)s1	4%	1.1%	5%	-3%	.
COc1ccc(NC2CCCN(C(=O)c3csc(C(C)C)n3)C2)cc1 (centres undefined)	14%	2.2%	2%	3%	-1%
COc1ccccc1OCC(=O)Nc1ccncc1	-2%	i	3%	2%	-3%
O=C(CCNS(=O)(=O)c1ccccc1)NCCCc1ccccc1	.	0.7%	-8%	.	.
COC(=O)CN1C(=O)N/C(=C/c2ccc(C)o2)C1=O	-4%	0.8%	-2%	-6%	-4%
COc1ccccc1NCC(=O)N/N=C(\C)c1ccc(Br)s1	-10%	0.9%	31%	-5%	-4%
CCOc1ccccc1C(=O)Nc1ccc2nc(N3CCN(c4ncccn4)CC3)cc(C)c2c1	70%	.	.	?	-12%
Cc1ccc(N(C(=O)Cn2nnc(-c3cccs3)n2)C(C(=O)NC2CCCC2)c2ccncc2)cc1 (centres undefined)	-7%	i	-1%	2%	10%
CCn1c(SCC(=O)c2ccc(Cl)cc2)nnc1C(C)C	8%	3.2%	0%	1%	-1%

Arranged by number of heavy atoms (descending): 3 of the compounds above.
SMILES	tuberculosis growth	inhibitors of VEEV	H1N1 NS1A inhibition	M. tuberculosis HTS	Salmonella PhoP GFP	others
Cc1cc(=O)[nH]c(N/N=C/c2ccccc2C(F)(F)F)n1	-6%	1.6%	-5%	-1%	-1%
COc1ccccc1OCC(=O)Nc1ccncc1	-2%	i	3%	2%	-3%
Cc1nc2c(ccc3c2ccc2nc(C)sc23)s1	39%	.	.	-2%	3%

Going on with the list:
SMILES	tuberculosis growth	inhibitors of VEEV	H1N1 NS1A inhibition	M. tuberculosis HTS	Salmonella PhoP GFP	others
CCOc1cccc(/C=N/N2C(=O)CSC2=S)c1O	72%	i	1.8µM*	-5%	11%
CN(C)CCCn1c(SCc2c(Cl)cccc2Cl)nnc1-c1ccncc1	-8%	i	-5%	6%	0%
NC(=O)C1CCN(S(=O)(=O)Cc2ccccc2Cl)CC1	3%	0.1%	5%	-5%	5%
COc1cccc(/C=N/NC(=O)C(C)n2nc(C)c([N+](=O)[O-])c2C)c1O (centres undefined)	5%	4.5%	5%	-3%	1%
CC(C)CCn1c(SCC(=O)NC2CC2)nc2cc(Cl)ccc2c1=O	-12%	0.4%	8%	-2%	12%
Cc1cc(C)cc(-n2c(C)cc(/C=N/NC(=O)c3cccc([N+](=O)[O-])c3C)c2C)c1	14%	8.0%	-5%	3%	-6%
CCOc1ccccc1NC(=O)c1nnn(CC(=O)Nc2cc(C)cc(C)c2)c1N	-11%	1.5%	8%	0%	7%
Cc1nc2ccc3nc(NC(=O)C4COc5ccccc5O4)sc3c2s1 (centres undefined)	.	6.6%	-6%	-3%	-1%
CCCNC(=S)N1CCC(C(=O)c2ccc(Cl)cc2)CC1	57%	i	-4%	2%	-4%
S=C(NCc1ccco1)Nc1ccc(Br)cn1	41%	5.8%	-3%	7%	-6%
CC1(C)C[C@@H](O)[C@]2(C)CC[C@]3(C)C(=CCC4[C@@]5(C)CC[C@H](O)[C@](C)(CO)C5CC[C@]43C)[C@@H]2C1 (some centres undefined)	31%	i	-1%	-5%	.
N#Cc1c(Cl)nc(-c2cccnc2)nc1-c1ccccc1	18%	.	.	-7%	3%
O=C(CCn1c(=O)sc2ccccc21)NCc1cccs1	11%	i	2%	-4%	7%
COC(=O)c1sc(-c2ccc(C(C)(C)C)cc2)cc1NC(=O)COCC(=O)O	60%	4.5%	.	?	0%
CCC(Oc1ccccc1)C(=O)N1CCN(S(=O)(=O)c2ccccc2)CC1 (centres undefined)	10%	4.0%	-11%	-1%	.
O=C1CC(N2CCN(S(=O)(=O)c3ccccc3F)CC2)C(=O)N1c1ccccc1F (centres undefined)	.	0.2%	-2%	.	.
O=C(Nc1ccccc1)Nc1cccc(NC(=O)Nc2ccccc2)c1F	-24%	i	-7%	5%	-1%

In the list so far, twelve contain an aryl methoxy group.
SMILES	tuberculosis growth	inhibitors of VEEV	H1N1 NS1A inhibition	M. tuberculosis HTS	Salmonella PhoP GFP	others
COc1ccc(CCNC(=O)CN2CCCc3ccccc32)cc1OC	9%	1.4%	4%	-21%	13%
CCn1c(Cc2ccc(OC)cc2)nnc1SCC(=O)Nc1nc2ccccc2s1	3%	i	-1%	8%	3%	inhibitors of VEEV 10K pilot screen=0.8
COc1ccc(NC(=O)c2ccc(Cn3cc(Cl)cn3)cc2)cc1	25%	0.4%	5%	2%	1%
COc1cc(C=C2C(=O)c3ccccc3C2=O)cc(OC)c1OC	0%	2.2%	-1%	2%	-347%
COc1cnc(SCC(=O)O)[nH]c1=O	-10%	i	-2%	-3%	-4%	inhibitors of VEEV 10K pilot screen=0.0
CCN(CC)CCNC(=O)c1nn(-c2ccc(Cl)cc2)c2c1CCc1cc(OC)ccc1-2	.	i	20%	.	.
CCOC(=O)c1cc2c(=O)n3ccccc3nc2n(Cc2ccco2)c1=NC(=O)c1cccc(OC)c1	-3%	9.5%	3%	1%	13%
COc1ccc(OC)c(-n2c(=S)[nH]c3cc(C(=O)N4CCN(c5ccccc5)CC4)ccc3c2=O)c1	8%	0.5%	13%	-2%	-5%
COc1ccc(NC2CCCN(C(=O)c3csc(C(C)C)n3)C2)cc1 (centres undefined)	14%	2.2%	2%	3%	-1%
COc1ccccc1OCC(=O)Nc1ccncc1	-2%	i	3%	2%	-3%
COc1ccccc1NCC(=O)N/N=C(\C)c1ccc(Br)s1	-10%	0.9%	31%	-5%	-4%
COc1cccc(/C=N/NC(=O)C(C)n2nc(C)c([N+](=O)[O-])c2C)c1O (centres undefined)	5%	4.5%	5%	-3%	1%
